12-LOX inh – blocks human arachidonate 12S-lipoxygenase; P18054; purified 12hLO, xylenol orange hydroperoxide absorbance; Potency, µM (doses to about 108 µM), inactives show at the highest dose activity change, negative = inhibition, most hits filed as inhibitors; 580,000 tested, 1.1% active; active = well fitted inhibition curve with a large enough effect; inconclusive = small, poorly fitted or top-dose-only effect, or another doubt; inactive = no such curve, though single readings can be large or run the other way
Target sequence (P18054 whole entry, looked up): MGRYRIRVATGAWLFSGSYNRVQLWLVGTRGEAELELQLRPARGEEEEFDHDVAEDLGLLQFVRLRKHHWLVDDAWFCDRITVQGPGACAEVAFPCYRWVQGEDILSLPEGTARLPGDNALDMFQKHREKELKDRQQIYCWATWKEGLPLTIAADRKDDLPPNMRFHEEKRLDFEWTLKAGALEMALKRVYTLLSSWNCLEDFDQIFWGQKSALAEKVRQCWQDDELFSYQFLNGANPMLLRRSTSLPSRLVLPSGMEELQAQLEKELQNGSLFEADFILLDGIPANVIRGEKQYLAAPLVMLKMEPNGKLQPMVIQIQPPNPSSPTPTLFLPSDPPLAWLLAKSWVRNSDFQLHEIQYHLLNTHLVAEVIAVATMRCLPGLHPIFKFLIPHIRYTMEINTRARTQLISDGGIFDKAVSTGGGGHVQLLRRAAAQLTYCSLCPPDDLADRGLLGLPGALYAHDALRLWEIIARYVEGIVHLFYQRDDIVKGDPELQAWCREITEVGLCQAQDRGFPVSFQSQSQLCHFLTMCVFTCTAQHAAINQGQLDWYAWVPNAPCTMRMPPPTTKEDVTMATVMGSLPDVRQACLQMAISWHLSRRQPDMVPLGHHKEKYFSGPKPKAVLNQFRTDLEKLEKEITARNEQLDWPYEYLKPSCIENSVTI
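Purified human 12hLO (150 nM final) in 25 mM Hepes, 0.01% Triton X-100, pH 7.0 was preincubated 15 min at room temperature with compound. Then 40 uM arachidonic acid was added, 30 min. Hydroperoxide was read by Fe-XO absorbance ratio 573/405 nm.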
* marks the source's active call; other numbers are inactive results; ? = inconclusive; [ ] = remark or other dose. % is set by controls: 0 for no effect and ±100 for the full control effect; potency is the fitted concentration of half-maximal effect. These rows are one share of the data (hit frequency here may not be typical).

12-LOX inh | canonical_smiles
13% | O=C1N[C@H](CC(=O)N2CCOC(c3ccccc3)C2)C(=O)Nc2ccccc21 (stereo partly specified)
53%[activator] | Cc1cc(CN2C[C@@H](CO)[C@H](C(=O)NC3CC3)C2)n(C)n1
? | Cc1ccc(-n2c(C3CCN(C(=O)CCC4CCCC4)CC3)n[nH]c2=O)cc1
47%[activator] | COc1ccc(C(=O)N2CCCC(c3nc(-c4cccnc4)no3)CCNC(=O)CC2)c(OC)n1 (stereo unspecified)
-2% | O=C(Cc1ccc(Cl)cc1)NC1CCN(c2cc(C(F)(F)F)ncn2)CC1
46%[activator] | COc1cccc(NC(=O)Cn2c(=O)c(-c3noc(C)n3)c3n(c2=O)CCCC3)c1
-14% | O=C(Nc1cccc(C(F)(F)F)c1)N[C@H]1[C@H](O)[C@@H](N2CCN(c3ccccc3)CC2)[C@@H]2OC[C@H]1O2
38%[activator] | COc1cccc(-c2cc3c(=O)n(CCNC(=O)c4cccnc4)ccn3n2)c1
-1% | COC(=O)[C@H](N[C@H](/C=C/c1ccccc1)[C@@H](O)Cc1ccccc1)c1ccccc1
44% | O=C(NC1CCCCC1)C1CN(S(=O)(=O)c2cccc(Cl)c2)CC12CCOCC2 (stereo unspecified)
-3% | CCc1noc(-c2ccn3c(CNC(=O)c4ccc(F)cc4Cl)nnc3c2)n1
7%[6.33 µM] | O=C(C1CCCC1)N1CCC2(CC1)CC(c1cccnc1)=NO2
51%[activator] | Cc1cccc(NC(=O)c2cc3c(N4CCSCC4)nc(C)cn3n2)c1
19%[176 µM] | O=C(NC[C@H]1Cn2c(-c3ccc(F)cc3)cnc2CO1)c1cnccn1
108%[activator] | CCOC(=O)C1CCN(C(=O)c2coc(COc3cccc(F)c3)n2)CC1
39%[activator] | COc1ccc(C(=O)N2CCN(C(=O)c3nnn4c3COC(c3ccc(F)cc3)C4)CC2)cc1F (stereo unspecified)
9% | Cc1ccc(NC(=O)c2cc3n(n2)CC(c2ccc(Cl)cc2)OC3)cc1 (stereo unspecified)
25%[176 µM] | CN(Cc1ccccc1C(F)(F)F)C(=O)c1ccccc1
22% | Cc1ccccc1S(=O)(=O)N1CCCC(CCC(=O)O)C1 (stereo unspecified)
0.97µM* | CNC(=O)c1ccc(Nc2cc(Nc3ccccc3S(=O)(=O)C(C)C)c3cc[nH]c3n2)nc1
17% | COc1cccc(-c2nc3cnccn3c2NCCC(=O)Nc2ccc(F)cc2C)c1
? | C=Cc1ccc(Cn2c(=O)c(-c3noc(CC)n3)c3n(c2=O)CCCC3)cc1
13%[176 µM] | COC(=O)C(=O)N1CC[C@H]2NC(=O)N(c3cccc(OC)c3)C(=O)[C@H]21
24% | CCC(COC)NC(=O)c1ccccc1OC1CCN(C(=O)COC)CC1 (stereo unspecified)
8%[176 µM] | O=C(Nc1ccc([C@@H](O)[C@H]2COCC(=O)N2CCCc2ccccc2)cc1)c1ccco1
-8% | O=C1CC(c2noc(-c3ccc4c(c3)OCO4)n2)CN1c1ccc(F)c(Cl)c1 (stereo unspecified)
8%[6.33 µM] | COc1cccc([S+](=O)([O-])N2CCC3(C2)C(=NC2CCCC2)NC(=O)N3c2cc(F)cc(F)c2)c1 (stereo unspecified)
25%[176 µM] | CNC(=O)C1(N2CCC[C@H]2C(=O)NCCc2ccccn2)CCCCC1
2%[6.33 µM] | CC(C)NC(=O)NC1CC2(CCN(C(=O)C3CCN(C)CC3)CC2)c2ccccc21 (stereo unspecified)
20% | COc1cccc(C(=O)N2CCC3(CC2)CC(O)CCO3)c1OC (stereo unspecified)
-12%[176 µM] | Cc1cccc(OC[C@H]2C[C@@H](NC(=O)Nc3ccccc3)[C@H](O)[C@@H]2O)n1
64%[activator] | c1ccc(-c2ccnc(NCCOc3cccc4cccnc34)n2)nc1
? | O=C(NCCC1CCN(Cc2ccccc2)CC1)C1CCN(c2cnn(Cc3ccccc3)c(=O)c2)C1 (stereo unspecified)
-7% | CCn1cc(S(=O)(=O)N2CC(Oc3cccc(-c4nc(C)no4)c3)C2)cn1
61% | COc1ccc(-c2nc(CN3CCN(CCO)CC3)c(C)o2)c2ccccc12
22% | O=C(Cn1ncc2ccccc2c1=O)NCCc1nc(-c2ccccn2)no1
14% | Cc1ccc(NC(=O)C2N(C(C)C)C(=O)C23CCCCC3)cc1 (stereo unspecified)
7%[176 µM] | CC(=O)Nc1cccc(-c2nc(-c3c(C)noc3C)cc3c2cc(C)n3CCN(C)C)c1
31% | Cc1ccc(C2Cn3nnc(C(=O)N4CCN(C(=O)c5ccoc5)CC4)c3CO2)cc1 (stereo unspecified)
19% | C/C=C/[C@@H]1[C@@H](S(=O)(=O)c2ccccc2)CC(=O)N1Cc1ccccc1
66%[activator] | COC[C@]1(O)CCN(C(=O)CN2CCCCCC2=O)CC1(C)C
17%[176 µM] | O=C1[C@@H]2C[C@@H](CN2C2CCC2)Oc2ccccc2N1Cc1ccc(OC(F)(F)F)cc1
9% | O=C(CN1C(=O)COc2ccc(C(=O)COc3cccc(F)c3)cc21)NCc1ccc2c(c1)OCO2
-4% | O=C(Nc1nnc(C2CC2)s1)C1CC(=O)N(c2n[nH]c3cc(Br)ccc23)C1 (stereo unspecified)
14% | Cc1nn(C)c(C)c1CCN(C)C(=O)C1CCCCC(=O)N1 (stereo unspecified)
4%[6.33 µM] | O=C(c1cc(C2CC2)nc2onc(C3CCCN3)c12)N1CCC(F)CC1 (stereo unspecified)
181%[activator] | COCCCNC(=O)c1ccc2c(c1)C(O)CCCCCN2C (stereo unspecified)
-1%[176 µM] | CC(C)NC(=O)NC[C@H]1Cn2c(-c3ccc4c(c3)OCO4)cnc2CO1
12% | CCCCn1ccnc1C1CCCN(C(=O)c2ccccc2-c2ncn[nH]2)C1 (stereo unspecified)
9% | O=C(c1cccnc1)N1CCCC(c2nc(C3CCOCC3)no2)C1 (stereo unspecified)

Carrying on.
12-LOX inh | canonical_smiles
61%[activator] | O[C@H]1[C@H](NCc2ccc(OC(F)(F)F)cc2)[C@H]2CO[C@H](O2)[C@@H]1N1CCN(c2ccccc2)CC1
38% | COc1ccc(C(C)NC(=O)c2noc(-c3ccc(F)cc3)n2)cc1OC (stereo unspecified)
49%[activator] | CC(C)c1noc(-c2cccn3c(CNC(=O)c4c(F)cccc4F)nnc23)n1
0% | CC(C)Nc1ncc(C(=O)NC2CCCN(CCc3ccccc3)C2)cn1 (stereo unspecified)
-10%[176 µM] | CC(=O)NCCNC(=O)C[C@@H]1CCNC[C@@H]1Cc1cc(-c2ccccc2)on1
103%[activator] | O=C(CCC[C@@H]1[C@H]2CCCN3CCC[C@@H](CN1C(=O)c1cccnc1)[C@@H]23)NCCCN1CCCC1
2% | O=C(c1ccccc1C1CCNC1)N1CCN(C/C=C/c2ccccc2)CC1 (stereo unspecified)
? | COCc1nc(C2CC(N)C2)cc(N2CCC(c3[nH]ncc3C)CC2)n1 (stereo unspecified)
33%[activator] | CN(CC1CCOCC1)S(=O)(=O)Cc1ccccc1
10% | Cc1cccc(-n2nc(-c3c(C)nc4scc(CC(=O)N5CCCCC5)n4c3=O)cc2C)c1C
-6% | COc1cccc(CNC(=O)Cn2ccn3nc4c(c3c2=O)CCCC4)c1OC
2%[6.33 µM] | COc1ccc(CN2CCC3(CC2)C(=NC2CCCCC2)NC(=O)N3c2cccc(OC)c2)cc1
11% | O=C(C[C@@H]1O[C@H](CNC(=O)Nc2cccc(F)c2)[C@@H](O)[C@H]1O)NCc1ccc(F)cc1
21% | CCn1ccc(C(=O)N2C[C@@H](Oc3cccnc3)C[C@H]2C(=O)N2CCOCC2)n1
? | O=C1Nc2ccccc2OCC12CCN(CC1CCCC1)CC2
? | COCCNC(=O)C(C)(C)Oc1nn(Cc2cccc(Cl)c2)c2ccccc12
12% | COc1cccc(CNC(=O)c2c(OC)cc(=O)n3c2CCCC3)c1OC
3% | CCN(Cc1nccn1C)C(=O)c1coc(COc2ccc3c(c2)OCO3)n1
59%[activator] | CN(C)C(=O)CCC(=O)N1CCN(Cc2ccccc2)CC(O)C1 (stereo unspecified)
-8% | O=C(NC(C(=O)NCc1ccccc1)C1CCN(C(=O)c2ccc(F)cc2)CC1)c1ccccc1 (stereo unspecified)
-37%[176 µM] | CN(C)c1cc(=O)c2ccnc(-c3cccc(C(F)(F)F)c3)c2o1
9% | CC(C)N1C(=O)C2(CCCC2)C1C(=O)N(C)CCc1ccccn1 (stereo unspecified)
2% | COc1ccccc1NC(=O)N1CCc2cc(OC)c(OC)cc2C1CNC(=O)c1ccccc1 (stereo unspecified)
42%[activator] | CN(C)S(=O)(=O)NCCC1CN(c2cnn(C)c(=O)c2)CCO1 (stereo unspecified)
16% | Cc1ccccc1S(=O)(=O)N1CCCC(CCC(=O)NCC2CCCCC2)C1 (stereo unspecified)
35%[activator] | O=C1CCN(S(=O)(=O)c2ccccc2)CCCN(C(=O)CCc2nc3ccccc3[nH]2)CCN1
28% | O=C(NCc1cccnc1)[C@@H]1C[C@@H](O)CN1C1CCN(C(=O)c2cc(F)ccc2F)CC1
19%[176 µM] | CC(=O)N1CC2(Cc3ccccc31)CN(C(=O)c1ccccc1F)C2
? | CCCCOCC1CN(CCCC)S(=O)(=O)c2c(cccc2Sc2ccc(SC)cc2)O1 (stereo unspecified)
-5%[176 µM] | CCn1c2c(c(=O)n1-c1ccccc1)CCN(C(=O)c1ccc(Cl)cc1)C2
5%[176 µM] | COc1ccc(-c2cc3c(ccn3C)c(C(=O)NCc3cccnc3)n2)cc1OC
-6% | CCOc1ccc(C(=O)N2CCC3(CC2)N(C)C(=O)CS3(=O)=O)cc1
? | OC1(CN2CCC(OCc3ccccn3)CC2)CNCCOC1 (stereo unspecified)
11%[6.33 µM] | O=C(NCc1cccnc1)C1=NOC2CN(C(=O)C3CC3)CC12 (stereo unspecified)
-4% | Cc1ccncc1C(=O)N1CCn2c(nnc2[C@@H]2C[C@@H](O)CN2Cc2ccccc2)C1
22%[176 µM] | COC(=O)C(=O)N1CC[C@H]2NC(=O)N(c3ccc(C(C)C)cc3)C(=O)[C@H]21
-17%[176 µM] | CC(C)C[C@@H]1N[C@H](C(=O)NCc2ccccc2Cl)Cc2c[nH]c3cccc1c23
-24% | Cc1nncn1CCN1C(=O)N(CCc2ccccc2)C2(CCNCC2)C1=O
1%[12.5 µM] | CCc1ncc(-c2ccccc2)[nH]1
28% | FC(F)(F)c1ccc(N2C3CCC2CN(Cc2ccc(Cl)cc2)C3)cc1
16%[176 µM] | Cc1noc2c(N3CCOCC3)cc(-c3ccc(F)cc3)nc12
? | CCNc1ncnc2c1CN(C1CCNC1)C(=O)CN2C (stereo unspecified)
58%[activator][176 µM] | O=C(Nc1cccc(C(F)(F)F)c1)N1C[C@@H](F)[C@@H](OCc2nc3ccccc3[nH]2)C1
42%[activator][176 µM] | NC(=O)c1cccc(-c2cc(-c3cccnc3)c3cncn3c2)c1
87%[activator] | CN(C)C[C@@H]1CN(C)C[C@H]1NC(=O)c1cc(Cl)ccc1F
? | C[C@@H](Cc1cc2c(c(C(N)=O)c1)N(CCCO)CC2)NCCOc1ccccc1OCC(F)(F)F
44%[activator] | COc1ccc(C(=O)N2CC(c3nnc(-c4ccncc4)o3)C3(CCOCC3)C2)c(C)c1 (stereo unspecified)
-15% | COC(=O)C1=C(C)N(C)C(=NCc2ccc(C(F)(F)F)cc2)NC1c1cccc(F)c1 (stereo unspecified)
12% | O=C(CC(c1ccccc1)c1cn(Cc2ccccc2)c2ccc([N+](=O)[O-])cc12)N1CCOCC1 (stereo unspecified)
10%[12.5 µM] | CN(C)CC(=O)N1Cc2ccccc2CC2(CCCN2C)C1 (stereo unspecified)
35%[activator] | COc1cccc([S+](=O)([O-])N2CCCC3(C2)C(=NC2CCCC2)NC(=O)N3c2cc(F)cc(F)c2)c1 (stereo unspecified)
3% | O=C(c1cccs1)N1CCCCCC1c1nc(C2CC2)no1 (stereo unspecified)

Reformatted with each value named: part of the list above.
Structure: Cc1ccc(C2Cn3nnc(C(=O)N4CCN(C(=O)c5ccoc5)CC4)c3CO2)cc1 (stereo unspecified)
  12-LOX inh: 31%
Structure: C/C=C/[C@@H]1[C@@H](S(=O)(=O)c2ccccc2)CC(=O)N1Cc1ccccc1
  12-LOX inh: 19%
Structure: COC[C@]1(O)CCN(C(=O)CN2CCCCCC2=O)CC1(C)C
  12-LOX inh: 66%[activator]
Structure: O=C1[C@@H]2C[C@@H](CN2C2CCC2)Oc2ccccc2N1Cc1ccc(OC(F)(F)F)cc1
  12-LOX inh: 17%[176 µM]

Another view of 5 compounds above.
| Compound | 12-LOX inh |
| --- | --- |
| CCn1c2c(c(=O)n1-c1ccccc1)CCN(C(=O)c1ccc(Cl)cc1)C2 | -5%[176 µM] |
| CN(C)CC(=O)N1Cc2ccccc2CC2(CCCN2C)C1 (stereo unspecified) | 10%[12.5 µM] |
| CCNc1ncnc2c1CN(C1CCNC1)C(=O)CN2C (stereo unspecified) | ? |
| Cc1ccncc1C(=O)N1CCn2c(nnc2[C@@H]2C[C@@H](O)CN2Cc2ccccc2)C1 | -4% |
| COc1ccc(-c2cc3c(ccn3C)c(C(=O)NCc3cccnc3)n2)cc1OC | 5%[176 µM] |

12-LOX inh: what is marked active above.
12-LOX inh | canonical_smiles
0.97µM* | CNC(=O)c1ccc(Nc2cc(Nc3ccccc3S(=O)(=O)C(C)C)c3cc[nH]c3n2)nc1

Screens: PubChem, National Center for Advancing Translational Sciences (NCATS)
